GDH-TPI counter – GDH-TPI coupled enzyme inhibition counter-screen | GDH-TPI coupled enzyme counterscreen, NADH absorbance | inhibition, % at 4.8 µM | 360,000 tested, 1.2% active | AID 588335; in the data active means inhibition above about 30%;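 further: 0% = DMSO wells and 100% = wells lacking the enzyme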
UGM FP inh – blocks M. tuberculosis UGM enzyme. P9WIQ1. purified UGM, fluorescence polarization probe displacement. inhibition, % at 10 µM. 320,000 tested, 0.06% active. AID 504406; in the data active means inhibition above about 10%, passing the limit was not always enough; inconclusive means no clear call, values can overlap the other calls
Mtb BioA inh – BioA (M. tuberculosis) enzyme inhibition; purified M. tuberculosis BioA enzyme, plate reader; inhibition, % at 9.99 µM; 360,000 tested, 0.096% active; in the data active means inhibition above about 40%; inconclusive means no clear call, values can overlap the other calls
FadD28 binding – inhibitors of Mycobacterium tuberculosis FadD28 bisubstrate binding; FadD28 bisubstrate probe binding, fluorescence polarization; inhibition, % at 12.5 µM; 360,000 tested, 0.22% active; in the data active means inhibition above about 8.5%, passing the limit was not always enough; inconclusive means no clear call, values can overlap the other calls
BoNT A protease – inhibitors of Botulinum neurotoxin A light chain protease. inhibition, % at 10 µM. AID 588499. 360,000 tested, 0.17% active. multiplex microsphere protease substrate cleavage, flow cytometry; further: plate controls were buffer without enzyme for full effect and enzyme alone for no effect
BoNT F protease – blocks Botulinum neurotoxin F light chain protease. 360,000 tested, 0.22% active. AID 588497. inhibition, % at 10 µM. Multiplex microsphere protease cleavage assay, flow cytometry; in the data active means inhibition above about 35%, passing the limit was not always enough; inconclusive means no clear call, values can overlap the other calls; further: plate controls were buffer without enzyme for full effect and enzyme alone for no effect
Mtb FBA inh – Mtb fructose-bisphosphate aldolase inhibition; inhibition, % at 1 µM; purified M. tuberculosis FBA, fluorescence read-out; P9WQA3; 360,000 tested, 2.3% active; AID 588726; in the data active means inhibition above about 27%;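 further: 0% = vehicle and 100% = reference inhibitor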
PfHsp40 yeast – compounds rescuing yeast from Plasmodium falciparum HSP40 toxicity; S. cerevisiae expressing PfHsp40, growth rescue, ATP luminescence; growth rescue, % at 12.5 µM; 340,000 tested, 0.68% active; in the data active means growth rescue above about 28%, passing the limit was not always enough; inconclusive means no clear call, values can overlap the other calls;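 further: yeast W303a lacking pdr1 and pdr3 grown in galactose medium; growth measured after three days at 30 °C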
Anthrax LF prot – anthrax lethal factor protease inhibition | multiplex microsphere protease cleavage assay, LF | inhibition, % at 10 µM | 360,000 tested, 0.12% active | AID 588501; further: plate controls were buffer without enzyme for full effect and enzyme alone for no effect
Target sequence (P15917 whole entry, looked up): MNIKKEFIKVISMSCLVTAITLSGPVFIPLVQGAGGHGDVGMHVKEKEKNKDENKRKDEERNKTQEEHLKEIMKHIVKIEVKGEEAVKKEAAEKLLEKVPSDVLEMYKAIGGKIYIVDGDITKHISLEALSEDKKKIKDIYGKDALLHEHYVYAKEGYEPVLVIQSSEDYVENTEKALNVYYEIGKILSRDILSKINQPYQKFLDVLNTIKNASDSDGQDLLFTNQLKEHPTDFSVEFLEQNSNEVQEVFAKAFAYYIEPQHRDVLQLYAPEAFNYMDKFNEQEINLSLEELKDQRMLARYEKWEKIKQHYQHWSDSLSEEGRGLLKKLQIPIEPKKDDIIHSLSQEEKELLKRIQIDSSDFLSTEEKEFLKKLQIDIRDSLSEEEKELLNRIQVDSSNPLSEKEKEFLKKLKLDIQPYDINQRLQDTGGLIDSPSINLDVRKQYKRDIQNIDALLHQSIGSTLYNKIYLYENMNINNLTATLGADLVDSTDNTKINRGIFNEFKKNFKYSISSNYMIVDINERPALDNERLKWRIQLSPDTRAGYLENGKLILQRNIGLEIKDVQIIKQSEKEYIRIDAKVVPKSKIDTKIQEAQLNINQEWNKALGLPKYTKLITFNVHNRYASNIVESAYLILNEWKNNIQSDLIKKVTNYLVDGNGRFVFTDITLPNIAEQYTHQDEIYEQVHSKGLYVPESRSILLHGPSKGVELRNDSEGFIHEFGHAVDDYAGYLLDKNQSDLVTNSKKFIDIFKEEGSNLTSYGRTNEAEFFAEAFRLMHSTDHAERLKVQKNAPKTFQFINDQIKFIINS
An asterisk follows results filed as active; ? = inconclusive; / = no result given; & = joins results of further samples. Unless noted, no stated cut-off is given here; in the data, active means inhibition above about 30%; inconclusive means no clear call, values can overlap the other calls; inactive means below that.

SMILES | GDH-TPI counter | UGM FP inh | Mtb BioA inh | FadD28 binding | BoNT A protease | BoNT F protease | Mtb FBA inh | PfHsp40 yeast | Anthrax LF prot
COC(=O)c1ccc(OCC(=O)Nc2ccsc2C(=O)OC)cc1 | 0 | -0.7 | -1.1 | -0.4 | 0.7 | 1 | 2 | -0.4 | -3
CC(C)C[C@@H](NC(=O)[C@H]1CCCN1C(=O)Cc1ccccc1)C(N)=O | -5 | 0.2 | -1.3 | -2.5 | -1.3 | 16 | 2 | -1.2 | -14
CC(C)[C@H](NC(=O)C1CCN(S(=O)(=O)c2ccc(F)cc2)CC1)C(=O)NCc1ccco1 | 5 | -0.6 | -1.1 | -2.2 | 0.5 | 4 | 2 | 0.8 | 0
O=C(c1cc2ccccc2cc1O)N1CCCC1 | -7 | 2.5 | -0.2 | -1.3 | -1.4 | 26 | -1 | 2.5 | 5
C[C@H](CO)N1C[C@H](C)[C@H](CN(C)C(=O)Cc2ccncc2)Oc2ncc(Br)cc2C1=O | 7 | / | 0.7&4.1 | -1.1 | -0.3 | 0 | -2 | / | -1
N#Cc1cnc(SCC(=O)Nc2ccccc2C(F)(F)F)nc1N | 3 | -2.7 | / | -5.1 | ? | -4 | 0 | -1.5 | 4
COc1cccc(-c2cc(CNC(=O)[C@H]3O[C@@H](n4cnc5c(N)ncnc54)[C@H](O)[C@@H]3O)no2)c1 | / | / | -0.1 | -8.7 | -1.5 | -1 | -3 | / | -1
COc1ccccc1OCCOc1ccccc1/C=N/n1cnnc1 | 17 | -1.3 | 0.2 | -1.6 | -1.0 | 4 | 0 | -0.1 | -7
CNc1snc(C)c1C(=O)OCC(=O)Nc1ccc(C)cc1F | 7 | / | 3.5 | -4.6 | -1.3 | 0 | -1 | 1.2 | 0
CCCCCCCCCCCCOC1OC(CO)C(O)C(O)C1NC(C)=O (stereo unspecified) | 5 | 3.5 | 0.9 | 0.2 | 1.4 | 11 | 0 | 2.0 | -1
COc1cccc(-c2csc(N3CCN(C(=S)Nc4ccccc4)CC3)n2)c1 | -3 | -1.1 | / | -0.1 | -2.4 | -12 | 5 | 0.3 | -3
CC(/C=C/c1ccccc1)=N/NC(=O)c1cc([N+](=O)[O-])cc([N+](=O)[O-])c1 | 5 | -2.1 | -1.1 | -2.4 | 0.6 | 8 | 0 | -2.3 | 0
O=C(CNC(=O)c1cccs1)OCC(=O)c1ccc2ccccc2c1 | 2 | 0.4 | 1.2 | -3.6 | 0.7 | 1 | 6 | 1.4 | 1
COc1ccc(NC(=O)Nc2c(C)n(C)n(-c3ccccc3)c2=O)c(OC)c1 | -6 | -1.7 | -0.6 | -1.1 | -1.0 | 3 | 1 | -0.5 | -1
COc1cc([N+](=O)[O-])c2nc(C=NNC(N)=S)ccc2c1 | 19 | / | / | -0.3 | -0.9 | -6 | -1 | -1.1 | 1
CSc1ccccc1OCc1cc(C(=O)N(C)Cc2cc(C)[nH]n2)no1 | 8 | -5.0 | 1.6 | -2.3 | / | / | 1 | 0.0 | /
COc1ccccc1/C=C/C(=O)NCC(=O)N/N=C/c1ccccc1[N+](=O)[O-] | 8 | 0.0 | / | -0.6 | 0.1 | -4 | 2 | 0.5 | 1
COc1ccc(C(=O)NC2CCCc3c2cnn3-c2cccc(C)c2C)o1 (stereo unspecified) | 8 | -1.6 | 0.6 | 0.5 | -2.5 | -7 | 2 | -0.7 | -2
CCN(CC)CCCN(C(=O)c1ccccc1F)c1nc(-c2ccc(OC)cc2)cs1 | 6 | 4.2 | -1.2 | -1.4 | -0.2 | ? | -2 | 0.9 | -3
CCOc1cc2c(cc1OCC)C(c1ccccc1)N(c1ccc(C(=O)O)cc1)C(=O)C2 (stereo unspecified) | -3 | -1.1 | -0.9 | -1.4 | -0.2 | -2 | 1 | 0.0 | -7
C/C(=N\NC(=O)CSc1nc(C)[nH]c1[N+](=O)[O-])c1ccc(F)cc1 | 5 | -0.1 | -0.4 | -0.9 | -3.2 | -3 | -1 | -2.1 | 11
O=C(CSc1ccc(Cl)cc1)NC1CC1 | 8 | / | -1.0 | 0.1 | -0.1 | -10 | 0 | / | -6
CCN1/C(=C/c2cc[n+](CCCS(=O)(=O)[O-])c3ccccc23)Sc2ccccc21 | 9 | -5.3 | / | -0.2 | 0.2 | -2 | -1 | -0.2 | -1
CCOc1cccc(CN2CCCC(N3CCc4cc(OC)c(OC)cc4C3)C2)c1O (stereo unspecified) | -2 | -1.3 | 1.0 | -0.6 | -1.9 | ? | 1 | -1.1 | -5
CCOc1cc2sc(N3CCC(C(=O)NCCCN4CCCC4=O)CC3)nc2cc1Br | 6 | 1.8 | 0.2 | 0.9 | -0.5 | 1 | -3 | -1.0 | -2

The listing continues:
SMILES | GDH-TPI counter | UGM FP inh | Mtb BioA inh | FadD28 binding | BoNT A protease | BoNT F protease | Mtb FBA inh | PfHsp40 yeast | Anthrax LF prot
O=C(CSc1nc(=O)n2ccccc2n1)Nc1ccc2c(c1)OCO2 | 15 | 4.2 | / | -1.8 | -1.2 | 2 | -3 | 0.7 | 0
O=[N+]([O-])c1ccc(/C=N/n2cnc3ccccc32)s1 | 11 | 11* | -3.0 | -0.5 | 15 | 16 | -2 | 0.1 | 12
O=C(Nc1ccc2c(c1)OCO2)NC1(C(F)(F)F)Oc2ccccc2O1 | 4 | 0.5 | -2.0 | -4.8 | -0.1 | -1 | -2 | -0.6 | -1
Cc1nn(-c2ccccc2)c(C)c1Cc1ccc(O)cc1 | 1 | -1.1 | 0.8 | -3.5 | -3.2 | ? | 1 | -1.9 | 0
COC(=O)CS(=O)(=O)c1ccc2c(c1)CC(=O)N2 | 7 | -1.4 | / | -2.9 | -0.4 | -3 | 2 | -1.0 | -2
COC(=O)c1cc(Cn2nc(C(=O)O)c3ccccc3c2=O)oc1C | 7 | -1.0 | -0.1 | -0.6 | 0.4 | -13 | 9 | -1.9 | 5
COc1ccccc1CNC(=O)c1ccc(Br)o1 | -2 | 3.2 | -0.5 | -2.4 | 0.3 | -7 | 1 | 0.5 | 7
CCOC(=O)C1CCN(C(=O)COC(=O)c2cc([N+](=O)[O-])ccc2N2CCOCC2)CC1 | 14 | 5.6 | -1.0 | -3.5 | / | / | -3 | -0.1 | /
O=C(NC1CCS(=O)(=O)C1)c1cc(-c2ccccc2)nc2ccccc12 (stereo unspecified) | 0 | -1.8 | 1.2 | -2.1 | -1.1 | -3 | 5 | 0.4 | -2
CN1CCN(CCCNC(=O)c2cn(C3CCCCC3)c(=O)c3c2c2ccccc2n3C)CC1 | 11 | 2.3 | 1.1 | -0.2 | 0.8 | 14 | 31* | -0.9 | -1
Cc1ccc(N2C(SCC(=O)O)=NC(=Nc3cccc(C)c3)C23CCCC3)cc1 | 2 | 0.9 | 0.0 | -2.1 | -0.2 | 0 | 5 | 0.4 | -1
CC(C)OC(=O)Cn1nnc2c(cnn2-c2ccccc2)c1=O | 10 | 0.4 | 0.2 | -17 | 0.1 | 2 | 1 | 0.7 | -10
O=C(NCCc1ccccc1)C1CCN(S(=O)(=O)N2CCCC2)CC1 | -2 | -2.6 | 0.0 | 0.3 | -0.5 | -5 | -2 | -1.0 | -2
COc1ccc(-c2oc(=O)c3cc(OC)c(OC)cc3c2/C=C/c2cccc([N+](=O)[O-])c2)cc1 | 9 | 1.8 | -0.9 | -2.8 | 0.5 | -1 | 5 | -0.8 | 0
COC(=O)C1=C(C)NC(=O)/C1=C\c1cccs1 | 8 | -0.3 | -0.1 | -0.3 | -0.5 | -4 | -2 | -0.8 | -2
Cc1ccc(NC(=O)CSc2nnc(-c3ccncc3)n2N)cc1C | 2 | -0.5 | -0.9 | -3.9 | -1.4 | -4 | -1 | 1.0 | 0
COCCCNC(=S)N1CCN(C)CC1 | 5 | -0.5 | 1.4 | -2.0 | 0.1 | -2 | 1 | 1.4 | -8
O=C(CN1CCCCCCC1)N/N=C/c1ccccc1F | 1 | -6.5 | / | -1.9 | -0.1 | -1 | 4 | 0.3 | 2
O=C(NCc1cccnc1)c1cccc2c1C(=O)N(C1CCCCC1)C2 | 4 | 1.6 | 6.8 | -2.3 | 0.7 | 13 | 1 | 1.0 | 0
Nc1nc(-c2cccs2)cs1 | 7 | 0.2 | -0.6 | 2.2 | -1.6 | -22 | 2 | -1.8 | -4
CC(C)N(C(=O)[C@H]1C[C@H](CC(=O)NCCCN(C)C)C(=O)N2CCc3c([nH]c4cc(-c5ccco5)ccc34)[C@]12C)C(C)C | 14 | / | -0.5 | -2.4 | -0.6 | -9 | 25 | -0.8 | -7
CC(=O)c1ccc(N2CCN(S(=O)(=O)c3cc4[nH]c(=O)c(=O)[nH]c4cc3C)CC2)cc1 | 23 | / | 0.6 | -3.2 | -0.7 | -6 | 3 | 0.1 | -2
CNCCc1c[nH]c2ccc(O)cc12 | 5 | 1.7 | -0.3 | -0.5 | -0.4 | -13 | 0 | -0.8 | -3
CC(=O)c1ccc(OCc2nnn(CC(=O)NS(=O)(=O)Cc3ccccc3)c2-c2ccccc2)cc1 | -4 | / | 2.2 | -0.5 | -0.4 | -5 | 1 | / | -1
CCOc1ccccc1CN1CCN(Cc2ccc3cc(F)ccc3n2)CC1CCO (stereo unspecified) | -6 | 5.2 | 0.2 | -3.7 | -0.7 | -8 | -1 | -0.2 | -13

Reprinted from the listing for reference:
SMILES | GDH-TPI counter | UGM FP inh | Mtb BioA inh | FadD28 binding | BoNT A protease | BoNT F protease | Mtb FBA inh | PfHsp40 yeast | Anthrax LF prot
COC(=O)C1=C(C)NC(=O)/C1=C\c1cccs1 | 8 | -0.3 | -0.1 | -0.3 | -0.5 | -4 | -2 | -0.8 | -2
Cc1ccc(NC(=O)CSc2nnc(-c3ccncc3)n2N)cc1C | 2 | -0.5 | -0.9 | -3.9 | -1.4 | -4 | -1 | 1.0 | 0
COCCCNC(=S)N1CCN(C)CC1 | 5 | -0.5 | 1.4 | -2.0 | 0.1 | -2 | 1 | 1.4 | -8
O=C(CN1CCCCCCC1)N/N=C/c1ccccc1F | 1 | -6.5 | / | -1.9 | -0.1 | -1 | 4 | 0.3 | 2
O=C(NCc1cccnc1)c1cccc2c1C(=O)N(C1CCCCC1)C2 | 4 | 1.6 | 6.8 | -2.3 | 0.7 | 13 | 1 | 1.0 | 0

Further compounds:
SMILES | GDH-TPI counter | UGM FP inh | Mtb BioA inh | FadD28 binding | BoNT A protease | BoNT F protease | Mtb FBA inh | PfHsp40 yeast | Anthrax LF prot
Cn1c(CCN2CCCCC2)nc2cc(NC(=O)COc3ccc([N+](=O)[O-])cc3)ccc21 | 12 | -0.9 | 0.0 | -1.9 | -0.4 | -9 | -4 | 0.9 | 0
CN(C)S(=O)(=O)c1cccc(NC(=O)COC(=O)CNC(=O)c2ccccc2F)c1 | 14 | 3.0 | -0.5 | -1.4 | -0.8 | -8 | -1 | 0.1 | -6
CCc1sc(N(C(=O)Cc2ccccc2)c2ccc(F)cc2)nc1-c1ccccc1 | 17 | 0.8 | -0.8 | 0.3 | -0.1 | 0 | 0 | -2.0 | -4
Cc1ccc(CNC(=O)COc2ccc3c(c2)CCC3)cc1 | -7 | -0.9 | -1.8 | 0.9 | 4.1 | 22 | 0 | -0.7 | 1
Cc1ccc(CN2CCSc3ccc(C(=O)NCc4ccco4)cc32)cc1 | 4 | -3.1 | -1.7 | 1.1 | -0.2 | -3 | 54* | -0.8 | -3
Cc1ccc(NC(=O)C(SCC(=O)O)c2ccccc2)cc1C (stereo unspecified) | 3 | 0.1 | 0.4 | -2.5 | 0.3 | 5 | -2 | 0.5 | -3
Cc1ncc([N+](=O)[O-])n1CC(=O)NCCc1ccccc1 | 5 | 0.6 | / | -1.5 | 1.1 | 4 | 0 | -0.6 | -1
CCC1(CC)C(=O)N(C)C(=O)NC1=Nc1ccccc1 | -6 | 1.4 | -0.4 | -1.5 | -0.7 | -8 | 5 | -1.4 | 0
O=C(/C(=C/c1cccc(Cl)c1)c1nc2ccccc2[nH]1)c1ccccc1 | 14 | 0.5 | / | -1.3 | -0.4 | -13 | -1 | -1.4 | -3
CC1CCN(C(=O)COc2coc(CN3CCc4ccccc43)cc2=O)CC1 | -4 | -1.1 | 0.8 | -2.9 | -0.7 | -6 | 5 | 0.0 | 11
CN1CCN(c2ccc(S(=O)(=O)N3CCCCC3)cc2NC(=O)c2ccc3ccccc3c2)CC1 | 8 | 1.1 | / | -2.3 | -0.1 | 2 | 2 | -0.1 | -3
